Compound activity (PubChem BioAssay)
KDM5B inhibitor: blocks human KDM5B histone demethylase activity | Q9UGL1 | KDM5B demethylase, FDH-coupled NADH fluorescence (FDH is formaldehyde dehydrogenase) | Potency, µM (top dose mostly 57.7 µM), for the others: at the highest dose activity change, negative = inhibition, usual class: inhibitors | actives 2.6% (n = 220,000) | AID 1347165; active means well fitted inhibition curve with a large enough effect; inconclusive means small, poorly fitted or top-dose-only effect; inactive means no such curve, though single readings can be large or run the other way; further: 0% is about no effect; nearly all actives have a fitted effect of over 70% in size
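KDM5BΔAP (200 nM final) in 50 mM HEPES pH 7.5, 0.01% Tween-20 was preincubated 10 min at RT with compound over a concentration range. Substrate mix (H3K4me3 12.5 µM, α-KG 25 µM, Fe²⁺, ascorbate, NAD⁺, FDH) was added, and NADH fluorescence change over 30 min gave dose-response curves.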
An asterisk follows results filed as active; i = inactive; ? = inconclusive; & = joins results of further samples; [ ] = dose if it differs, or a comment. Potency means the concentration at half of the fitted maximal effect. The list is partial (hit frequency here may not be typical).

SMILES | KDM5B inhibitor
COCC(C)n1c(COc2ccccc2F)nnc1SCC(C)C (stereo not given) | -26%
CCOC(=O)c1ccc(NC(=O)CCS(=O)(=O)c2ccc(C)cc2)cc1 | 6%
COC(=O)c1ccccc1NC(=O)CCCN1C(=O)C(c2ccccc2)Oc2cccnc21 (stereo not given) | ?
Cc1ccc(C(=O)N/C(=C/c2ccccc2)C(=O)NC(CC(C)C)C(=O)O)cc1 (stereo not given) | 18%
CN(Cc1ccc(OC(F)(F)F)cc1)Cc1ccc(-c2ccccc2)cc1 | -2%
O=C(CCn1cccn1)N1CCc2nn(Cc3ccccc3)c(=O)n2CC1 | 22%
COC(=O)c1ccc2c(c1)N(Cc1cc(C)ccc1C)C(=O)c1ccccc1S2 | 2%
CC(C)Oc1cccc(C2CC(=O)Nc3nc(N)sc32)c1 (stereo not given) | ?
CC1CCc2c(sc3ncnc(SCC(=O)N(C)C)c23)C1 (stereo not given) | 16%
CCOc1ccc(NC(=O)C2CCN(c3ccc(C#N)cn3)CC2)cc1 | 1%
COc1ccccc1NC(=O)CSc1oc(-c2cccs2)nc1S(=O)(=O)c1ccc(Br)cc1 | ?
COc1ccc(NC(=O)Cn2ncc3ccc(OC)c(OC)c3c2=O)cc1Cl | 15%
Cc1nc(-c2ccncc2)sc1C(=O)O | -11%
Fc1cccc(Cc2noc(-c3nc(-c4ccccc4)no3)n2)c1 | -17%
CCOc1ccc(N2CC(C(=O)Nc3ccncc3)CC2=O)cc1 (stereo not given) | 25%&13%
Cc1noc(C)c1CC(=O)NCCc1noc(-c2cccnc2)n1 | 1%
COC(=O)c1ccccc1NC(=O)NC1CCCCC1 | ?
COCc1cc(=O)n(CC(=O)Nc2ccc(C)cc2Cl)c(N2CCOCC2)n1 | -16%
Cn1nc(C(=O)Nc2cc(C(F)(F)F)ccc2N2CCOCC2)c2ccccc2c1=O | 19%
COc1ccc(N2CCN(S(=O)(=O)c3ccc4c(c3)CC(C)N4C(C)=O)CC2)cc1 (stereo not given) | 25%
CCn1nccc1C(=O)Nc1ccc(-c2nnc3n2CCCC3)cc1 | -4%
Cn1ccc(C(=O)N2CC(CNC(=O)Cc3ccccc3)C3(C2)CN(c2ccccc2)C3)n1 (stereo not given) | -4%
CCOC(=O)/C(C#N)=C/c1sccc1C | 0%
CCc1ccccc1NS(=O)(=O)c1ccc2[nH]cc(C(=O)NC3CCCC3)c(=O)c2c1 | -16%
Cc1cnc2c(S(=O)(=O)N3CCN(C(C)CC#N)CC3)cccc2c1 (stereo not given) | -6%
Cc1oc(-c2ccc(Cl)cc2)nc1CS(=O)CC(=O)NCCCN1CCOCC1 (stereo not given) | 6%
Cc1cc(C)c(Sc2ccccc2-c2ccccc2)c(C)c1 | 3%
O=S(=O)(NCCCn1ccc2ccccc21)c1cccc(F)c1 | -28%
Cc1nc2cc(NC(=O)c3cc(Cl)cc(Cl)c3)ccc2o1 | 20%
O=C1CCCCCN1C1CCN(Cc2cccnc2)CC1 | -19%[86.2 µM]
CNc1ncccc1C(=O)N1CCC(O)(c2ccc(C)cn2)CC1 | -26%
Cc1onc(-c2ccccc2)c1C(=O)N[C@@H]1CCC[C@@H](C(=O)N2CCN(C)CC2)CC(=O)N(C)C1 | 9%
CCOC(=O)N1CCC(NC(=O)c2cc3cc(OC)ccc3[nH]2)CC1 | ?
O=S(=O)(c1ccc(F)cc1)N1CCC(OC2CCN(Cc3ccccc3)CC2)CC1 | -22%
CCN1CCN(c2ccc(S(=O)(=O)N3CCCCC3)cc2NC(=O)Cc2ccccc2)CC1 | -15%
CCCc1cc(C(=O)N2CCCC2c2cccc(C)c2)no1 (stereo not given) | -9%
Cc1cnc(C2CCC2)n1C1CCN(C(=O)CCC2CCCC2)CC1 | 5%
c1cc2nncn2nc1NC1CCCC1 | -11%
CC(C)C(=O)N1CCC2(CN[S+](=O)([O-])c3cnccc3O2)C1 (stereo not given) | 7%[149 µM]
Fc1ccc(Nc2cnc3ccc(-c4ccccc4)nn23)cc1 | -21%[86.2 µM]

An excerpt of these results, as a markdown table:
| structure | KDM5B inhibitor |
| --- | --- |
| CCCc1cc(C(=O)N2CCCC2c2cccc(C)c2)no1 (stereo not given) | -9% |
| CCc1ccccc1NS(=O)(=O)c1ccc2[nH]cc(C(=O)NC3CCCC3)c(=O)c2c1 | -16% |
| Cc1nc2cc(NC(=O)c3cc(Cl)cc(Cl)c3)ccc2o1 | 20% |
| CCOC(=O)N1CCC(NC(=O)c2cc3cc(OC)ccc3[nH]2)CC1 | ? |
| Cc1cnc(C2CCC2)n1C1CCN(C(=O)CCC2CCCC2)CC1 | 5% |
| Fc1ccc(Nc2cnc3ccc(-c4ccccc4)nn23)cc1 | -21%[86.2 µM] |
| Cc1onc(-c2ccccc2)c1C(=O)N[C@@H]1CCC[C@@H](C(=O)N2CCN(C)CC2)CC(=O)N(C)C1 | 9% |

(listing goes on)
SMILES | KDM5B inhibitor
CCc1ccc(NC(=O)c2ccc3c(O)c(S(=O)(=O)c4ccccc4)c(=O)[nH]c3c2)cc1 | 7%
COc1ccc(-c2noc(-c3cccc(Br)c3)n2)cc1 | -6%
CCN(c1ccc(OC)cc1)S(=O)(=O)c1ccc2[nH]c(=O)ccc2c1 | -13%
CN1CC(=O)N(C2CCCNCC2)Cc2c1ncnc2N1CCCC(CO)C1 (stereo not given) | ?
COC(=O)COC(=O)c1sc(=S)n(C)c1C | 17%
CCn1nc(C(=O)Nc2cc(OC)c(OC)c(OC)c2)c2ccccc2c1=O | -11%
Cc1ccc(NC(=O)c2sc3nc4n(c(=O)c3c2C)CCCCC4)c(Br)c1 | 14%
Cn1c(=O)n(-c2ccc(F)c(Cl)c2)c(=O)c2sc3ccccc3c21 | ?
Cc1ccccc1C(=O)c1cc2ccccc2o1 | -15%
CC(NC(=O)COc1ncnc2ccc(Br)cc12)c1ccccc1 (stereo not given) | 8%
Cc1c(Cl)cccc1NC(=O)N(C)CC1CCOCC1 | -4%
Cc1nc(-c2cc(C#N)c(Sc3ccc(Cl)cc3Cl)nc2C)cs1 | -1%
COc1ccc(S(=O)(=O)N2CCN(C(=O)c3cc(-c4ccc(Br)cc4)n[nH]3)CC2)cc1OC | ?
Cc1cccc(-n2ncc(C(=O)N3CCC(C)CC3)c2C2CCN(C(=O)OC(C)(C)C)CC2)c1 | -5%
COc1ccc(C(=O)Nc2c(C)cccc2C(C)C)cc1F | 11%
CC(c1nnc(-c2cccs2)o1)N(C)Cc1ccccc1F (stereo not given) | -15%
O[C@@H]1C[C@@H](c2nnc3n2CCN(C2CCCC2)C3)N(Cc2cccnc2)C1 | ?
O=C(/C(=C\c1ccc(Cl)cc1Cl)c1nc2ccccc2o1)c1ccccc1 | -19%
N#CC1CCN(C(=O)c2cc(=O)[nH]c3ccccc23)CC1 | ?
CCC1(O)CC(C)N(C)CC1C (stereo not given) | 14%
COc1ccc(C2c3c(oc4ccc(C)cc4c3=O)C(=O)N2CCCN2CCOCC2)cc1OC (stereo not given) | ?
O=[N+]([O-])c1ccc(C(=C(c2ccccc2)c2ccccc2)c2ccc([N+](=O)[O-])cc2)cc1 | -25%
C(=N\Nc1nc(Nc2ccccc2)nc(N2CCCCC2)n1)/c1ccncc1 | 21%
COc1ccc(-n2c(=O)c3c(n2Cc2ccccc2)CN(C(=O)C2CCC(OC)CC2)CC3)cc1 (stereo not given) | -4%
Cc1ccccc1OCc1nc(C2CN(C(=O)c3cc(F)ccc3F)C2)no1 | -8%
NC(=O)c1cccc(NC(=O)c2cccc3cccnc23)c1 | -15%
CNC(=O)[C@@H]1CN(Cc2cccc(OC(F)(F)F)c2)C[C@H]1CO | -1%
CCOc1ccccc1N(CC(=O)NC1CCCC1)S(=O)(=O)c1ccc(C)cc1 | 1%
COCCn1c(C(=O)OC)c(NC(=O)Cc2ccccc2)c2cc(NC3CCCCC3)cnc21 | -14%
CCOc1cc(-c2nnc(SCC(=O)NCc3ccccc3)nc2-c2ccc(OC)c(OCC)c2)ccc1OC | -13%
CC(=O)N1CCC(C(=O)Nc2c(F)cc(F)cc2Br)CC1 | 13%
CCc1ccc(OCC(=O)Nc2nonc2C)cc1 | -13%
CCc1cccc(Nc2ncnc3onc(-c4ccc(F)cc4)c23)c1 | ?
Cc1ccc(-c2noc(COc3ccccc3C(=O)N3CCN(C(C)C)CC3)n2)cc1 | -2%
O=C(NCC(c1ccc2c(c1)OCO2)N1CCN(c2ccccc2)CC1)C(=O)Nc1ccccc1F (stereo not given) | -9%
CCC(C)NC(=O)Cn1c(=O)n(-c2ccc(C)c(C)c2)c(=O)c2c(C)c(C(=O)N(CC)CC)sc21 (stereo not given) | 1%
COc1cc(NC(=O)c2ccc(NC(=O)N3CCSc4ncccc43)cc2)cc(OC)c1 | ?
COc1ccc(S(=O)(=O)n2nc(C)c(S(=O)(=O)N3CCCCCC3)c2C)cc1 | ?
Cc1cccc(NC(=O)CSc2nc3c(oc4ccccc43)c(=O)n2C(C)C)c1 | -83%
CSc1ncc(C(=O)N2CCC(c3nccn3CCN(C)C)CC2)cn1 | 5%
CC1CCCC(C)N1C(=O)COC(=O)/C=C/c1ccc(Br)o1 (stereo not given) | -21%
COc1cccc(-c2cc(C3CCN(C(=O)Nc4cc(C)ccc4C)CC3)[nH]n2)c1 | 1%
COc1ccc(C2(C(=O)NCCC3CCN(C(=O)Nc4ccccc4C)CC3)CC2)cc1 | 7%
COc1ccc(CCNC(=O)c2ccc3c(c2)N=C(C)c2ccccc2S3)cc1OC | -13%
COc1ccc(S(=O)(=O)N(CC(=O)NCCc2ccccc2)c2ccc(Cl)cc2)cc1 | -47%
CC(C)c1ccc(OCc2cc(=O)n3c(-c4ccccc4)csc3n2)cc1 | ?
COc1ccc(-c2c(C)oc3c(C)c(OCCN4CCC(C(N)=O)CC4)ccc3c2=O)cc1 | -7%
Cc1cc(C)n(-c2nc3c(c(=O)n(C)c(=O)n3C)n2Cc2c(F)cccc2Cl)n1 | 13%
CC1(C)CC(=O)c2cc(C#N)c(=O)n(-c3cccc(F)c3)c2C1 | ?
CCc1ccccc1NC(=O)Cn1c(-c2ccccc2)nc(C)cc1=O | 23%
CC(C)(C)c1nnc(NC(=O)NCc2ccncc2)s1 | -13%
CCS(=O)(=O)N1CCN(S(=O)(=O)c2ccc(S(=O)(=O)NC3CC3)cc2)CC1 | -4%
CCn1nc(C(=O)N(Cc2nc3ccccc3c(=O)[nH]2)C(C)C)c2ccccc2c1=O | -7%
O=C([C@@H]1C[C@H](F)CN1S(=O)(=O)c1cc(F)ccc1F)N1CCc2ccccc2C1 | -14%
Cc1cc(C)c(CNC(=O)c2nc(-c3cccc(CO)c3)cc3c2ccn3C(C)C)c(=O)[nH]1 | i
O=C(c1ccccc1Cl)N1CCCC(c2nn(-c3ccccc3)c(=O)[nH]2)C1 (stereo not given) | -6%
CCc1cccc(CC)c1NC(=O)C1CCC(CNS(=O)(=O)c2cccc3nsnc23)CC1 (stereo not given) | -14%
O=C(N[C@@H]1[C@@H](Cc2ccccc2)[C@H]2OCC[C@@H]12)c1scc2c1OCCO2 | 22%
COc1ccc(/C=C/c2ccccc2)cc1 | 4%
CC(=O)Nc1cccc(Oc2ccc3nnc(-c4ccc(Cl)cc4)n3n2)c1 | 20%

Structures listed so far that have a COOH group:
SMILES | KDM5B inhibitor
Cc1ccc(C(=O)N/C(=C/c2ccccc2)C(=O)NC(CC(C)C)C(=O)O)cc1 (stereo not given) | 18%
Cc1nc(-c2ccncc2)sc1C(=O)O | -11%

Rewritten as a markdown table: three of the compounds above
| Compound | KDM5B inhibitor |
| --- | --- |
| O=C([C@@H]1C[C@H](F)CN1S(=O)(=O)c1cc(F)ccc1F)N1CCc2ccccc2C1 | -14% |
| Cc1cc(C)c(CNC(=O)c2nc(-c3cccc(CO)c3)cc3c2ccn3C(C)C)c(=O)[nH]1 | i |
| O=C(c1ccccc1Cl)N1CCCC(c2nn(-c3ccccc3)c(=O)[nH]2)C1 (stereo not given) | -6% |

Further records:
SMILES | KDM5B inhibitor
COc1ccc(OC)c(CCNC(=O)c2ccc3c(c2)N(Cc2ccc(C)cc2)CCS3)c1 | ?
O=C(NCCc1ccccn1)c1cc(F)cc(F)c1 | -5%
COc1ccc2c(c1OC)C(=O)OC2CC(=O)c1ccccc1 (stereo not given) | ?
COCC1CN(C(=O)c2cc(C)n(C)n2)CC12CCNCC2 (stereo not given) | -1%
CCOc1ccc(NC(=O)NCCc2c(C)nn(C)c2C)cc1 | 6%
Cc1ccccc1OCCC(=O)OC(C)C(=O)Nc1ccc(S(N)(=O)=O)cc1 (stereo not given) | 15%
COc1cccc(NC(=O)COc2ccc3c(C)cc(=O)oc3c2)c1 | ?
CCc1c(C(=O)/C=C/c2cccc(C#N)c2)oc2ccccc12 | 0%
Cc1cc(=O)oc2cc(OCC(=O)c3cccc4ccccc34)ccc12 | ?
O=C(NCC1Cn2cccc2C(=O)N1Cc1ccccc1)c1ccc2ccccc2n1 (stereo not given) | -13%
CCc1ccc(NC(=O)C2CCCN2S(=O)(=O)c2ccc3c(c2)CCCC(=O)N3)cc1 (stereo not given) | 14%
Cc1ccc2c(C(=O)NC3CCN(C)CC3)cc(NC(=O)C3CCC3)cc2n1 | 22µM*
CCOc1ccc(CCNC(=O)c2cccc(-n3c(C)nc4cccnc43)c2)cc1 | ?
O=C(O)C1=NOC2CN([S+](=O)([O-])c3cccc(C(F)(F)F)c3)CC12 (stereo not given) | 26%[115 µM]
CCN(Cc1cc(OC)c(OC)c(OC)c1)C(=S)Nc1cccc(SC)c1 | 4%
O=C(OCC(=O)N1CCCC1=O)c1csc(NCc2ccccc2)n1 | 5%
CC(C)(C)NC(=O)N1CCCCC1c1nc(CCOc2ccc(F)cc2)no1 (stereo not given) | 4%
Clc1ccc(-c2noc3ncnc(N4CCCCC4)c23)cc1 | -6%
